PGC1a acetyl inh: modulators of PGC1a acetylation; U2OS PGC1a acetylation, AlphaScreen anti-acetyl-lysine; with virally co-expressed GCN5 acetyltransferase; hit rate 0.17% among 350,000; inhibition, % at 15.6 µM;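 active = every replicate shows inhibition of at least 40%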;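 also: 0% = neutral control wells and 100% = positive control wells; some results beyond the cut were filed as inactive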
C2C12 statin: protects C2C12 myotubes from simvastatin toxicity; hit rate 0.78% among 330,000; ATP luminescence, 48 h; scaled: DMSO 0, geranylgeraniol control 100; AID 602340; rescue of ATP level, % at 7.49 µM;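 active = mean ATP rescue above about 67%, or every replicate alone reaching that limit, limit read from the data, passing the limit was not always enough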;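 also: myotubes were challenged with 10 µM simvastatin during compound exposure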
Cneo AK release: causes C. neoformans cell lysis. lysis activity, % at 15 µM. adenylate kinase release luminescence, 4 h; normalised: neutral wells 0, clomiphene wells 100. hit rate 0.2% among 360,000;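 active = mean lysis activity across replicates of at least 80%, whatever share of replicates individually reach that level; inactive = mean lysis activity below 80%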
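Schedule: static 4 h at 37 °C with compound, 1 h detection; system: C. neoformans cells; benchmarks: Clomiphene as positive control; buffer or medium: fresh YPD medium; measure: luminescence rise reflecting yeast cell lysis; measured by: luminescent adenylate kinase detection reagent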
PglD DTNB: blocks C. jejuni PglD acetyltransferase activity; AID 602405; purified PglD enzyme, DTNB colorimetric CoA detection; hit rate 0.098% among 360,000; inhibition, % at 12.5 µM; in the data active = inhibition above about 16%, passing the limit was not always enough; also: strong numbers were not always called active
miR122 inh: inhibitors of miR-122 in Huh7 cells | hit rate 0.3% among 340,000 | activation (reporter increase), % at 12.5 µM | Huh7 miR-122 Renilla luciferase sensor, 48 h; neutral wells = 0, positive control = 100;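 active = mean replicate activation score at least 90 and every replicate individually at or above 90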;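 also: higher luciferase means less miR-122 activity so hits act as miR-122 inhibitors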
INS-1E GSIS act: primary screen for activators of insulin secretion dependent on glucose, INS-1E cells, GLuc reporter luminescence; INS-1E GLuc reporter insulin secretion, 2-3 h; activation, % at 16.6 µM; hit rate 0.61% among 370,000; AID 743287;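 active = lowest replicate activation of at least 40%, so every replicate reaches that level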;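 also: 0% = median of neutral control wells and 100% = median of IBMX positive control wells; some compounds called inactive have numbers as strong as hits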
FN deposit inh: fibronectin deposition inhibition | AH1F fibroblasts, Alexa488-fibronectin deposition fluorescence, overnight | inhibition, % at 12.6 µM | hit rate 0.086% among 350,000 | AID 743247;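 active = mean inhibition across replicates of 30% or more, regardless of how many single replicates reach that level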;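 also: positive control wells lacked labelled fibronectin entirely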
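Material: AH1F fibroblasts assembling fluorescent fibronectin matrix; amount: 10000 AH1F cells/well; medium: DMEM, 2% serum; reagent: Alexa488-fibronectin, 24 nM final in well; dosing: single compound dose, delivered by pin transfer; incubation: 1 h adhesion, overnight exposure; detection: fluorescence after three HBSS washes, excitation 485 nm, emission 525 nm; measure: fibronectin deposition inhibition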
CFTR F508del cor: correctors of CFTR F508del function in bronchial epithelial cells | CFBE cells, YFP halide quenching; stimulated with forskolin plus potentiator P3; % fluorescence drop versus neutral controls | activity (quench increase), % at 7.58 µM | hit rate 0.36% among 350,000;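 active = mean added fluorescence quench of at least 8% versus neutral control, with both replicates also reaching 8%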;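 also: cells transiently co-express mutant CFTR-F508del with the halide-sensitive YFP; corrector assay measuring rescue of mutant channel to the surface after 24 h compound exposure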
* marks the source's active call; other numbers are inactive results; [ ] = remark or other dose.

CO[C@H]1CN(C)C(=O)c2cc(NC(=O)C3CCCC3)ccc2OC[C@H](C)N(S(C)(=O)=O)C[C@H]1C was read as PGC1a acetyl inh 9.9, C2C12 statin -3.4, Cneo AK release -2.5, PglD DTNB -3.2, miR122 inh 11.7[16.7 µM], INS-1E GSIS act 11.4, FN deposit inh 0.3 and CFTR F508del cor -3.1.
Screening C[C@@H]1CN([C@@H](C)CO)C(=O)c2cc(NC(=O)Cc3cn(C)c4ccccc34)ccc2O[C@H]1CN(C)S(=O)(=O)c1cn(C)cn1 returned PGC1a acetyl inh 28.8, C2C12 statin 4.7, Cneo AK release 1.0, PglD DTNB -4.4, miR122 inh 4.8[16.7 µM], INS-1E GSIS act 0.6 and CFTR F508del cor 0.3.
C[C@H]1CCCCO[C@H](CN(C)C(=O)c2ccccc2)[C@@H](C)CN([C@@H](C)CO)C(=O)c2cc(NS(C)(=O)=O)ccc2O1 was read as PGC1a acetyl inh -56.9, C2C12 statin -46.4, Cneo AK release 43.3, PglD DTNB -1.2, miR122 inh 6.1[16.7 µM], INS-1E GSIS act 21.8 and CFTR F508del cor -0.4.
Screening CCOc1ccc(NS(=O)(=O)c2ccc(C(=O)N3CCCCCC3)cc2)cc1 returned C2C12 statin -4.1, Cneo AK release 1.0, PglD DTNB -1.4, INS-1E GSIS act -49.3, FN deposit inh 2.8 and CFTR F508del cor 1.2.
`CCN1CCN(C(=O)C2CCC(CNS(=O)(=O)c3ccc(NC(C)=O)cc3)CC2)CC1` (stereo not drawn) gave C2C12 statin -17.2, Cneo AK release 1.5, PglD DTNB 5.0, miR122 inh 2.6, INS-1E GSIS act 6.6, FN deposit inh -13.0 and CFTR F508del cor -5.1.
Screening Cc1ccc(S(=O)(=O)N(C)C[C@H]2Oc3ccc(NC(=O)Nc4c(C)noc4C)cc3CC(=O)N([C@@H](C)CO)C[C@@H]2C)cc1 returned C2C12 statin 5.8, Cneo AK release 0.0, PglD DTNB 2.7, miR122 inh -2.2, INS-1E GSIS act 35.2, FN deposit inh -1.3 and CFTR F508del cor -1.4.
Screening CCOC(=O)CCn1c2nc(C)cc(C)c2c(=O)n1-c1ccccc1 returned PGC1a acetyl inh 11.7, C2C12 statin -3.7, Cneo AK release -5.8, PglD DTNB 6.6, miR122 inh -2.1 and FN deposit inh -7.9.
CN1C(C(=O)NCc2cccc(C(F)(F)F)c2)CC2Cn3c(nc4cc5ccccc5cc43)C21 (stereo not drawn) was read as C2C12 statin 9.6, Cneo AK release 0.3, PglD DTNB -6.3, miR122 inh 0.2, INS-1E GSIS act 0.6, FN deposit inh 1.4 and CFTR F508del cor -1.5.
For CNc1nc(Oc2cccc(F)c2)c2sccc2n1 the results were PGC1a acetyl inh 8.2, C2C12 statin 7.0, Cneo AK release 0.4, PglD DTNB 3.6, miR122 inh 2.2, INS-1E GSIS act 30.9, FN deposit inh -2.0 and CFTR F508del cor 4.6.
`CC1CC(C)CN(C(=O)CSc2ncnc3sccc23)C1` (stereo not drawn) gave C2C12 statin 1.2, Cneo AK release -0.7, PglD DTNB 2.4, INS-1E GSIS act -0.5, FN deposit inh -9.3 and CFTR F508del cor -0.4.
For C[C@H](CO)N1C[C@H](C)[C@H](CN(C)S(=O)(=O)c2cccs2)Oc2ccc(NS(=O)(=O)c3ccc(Cl)cc3)cc2CC1=O the results were PGC1a acetyl inh -5.6, C2C12 statin 9.3, Cneo AK release -2.0, PglD DTNB -0.6, miR122 inh 5.6[16.7 µM], INS-1E GSIS act -13.0 and CFTR F508del cor 0.3.
`CCOc1ccc(NCc2cc3c(C(C)(C)C)nn(-c4ccccc4)c3[nH]c2=O)cc1` gave PGC1a acetyl inh -6.4, C2C12 statin 9.6, Cneo AK release -0.5, PglD DTNB 0.1, miR122 inh -3.6, INS-1E GSIS act 0.1 and CFTR F508del cor -1.9.
For COc1ccc(C(OCC(O)CNC(C)c2ccccc2)c2ccc(OC)cc2)cc1 (stereo not drawn) the results were PGC1a acetyl inh -13.1, C2C12 statin 10.7, Cneo AK release 2.8, PglD DTNB 0.1, miR122 inh -6.0, INS-1E GSIS act -31.0, FN deposit inh -2.3 and CFTR F508del cor -0.5.
For CCOc1ccc(NC(=O)CC2C(=O)N(c3ccc(OC)c(Cl)c3)C(=S)N2C2CC2)cc1 (stereo not drawn) the results were C2C12 statin -10.7, Cneo AK release -3.0, PglD DTNB 4.9, INS-1E GSIS act 3.7 and CFTR F508del cor 1.8.
Cc1ccc(C)c(NC(=S)NCCc2ccc(F)cc2)c1 was read as PGC1a acetyl inh 3.1, C2C12 statin 7.6, Cneo AK release 11.7, PglD DTNB -5.2, miR122 inh 8.0, INS-1E GSIS act -16.5, FN deposit inh -6.1 and CFTR F508del cor 4.0.
`O=C(O)CCCCCNS(=O)(=O)c1c(Cl)cccc1Cl` gave PGC1a acetyl inh -6.8, C2C12 statin -7.0, Cneo AK release 0.0, PglD DTNB 3.4, miR122 inh 9.3 and FN deposit inh 2.0.
Screening Cc1ccc(S(=O)(=O)Nc2ccc3c(c2)C(=O)N([C@@H](C)CO)C[C@H](C)[C@@H](CN(C)CC2CCCCC2)O3)cc1 returned C2C12 statin 20.6, Cneo AK release -5.0, PglD DTNB 1.7, miR122 inh 6.3[16.7 µM], INS-1E GSIS act -7.4 and CFTR F508del cor 4.3.
C[C@H]1CN([C@@H](C)CO)C(=O)c2cc(C#Cc3cccnc3)cnc2O[C@@H]1CN(C)S(=O)(=O)c1ccccc1F was read as PGC1a acetyl inh 17.8, C2C12 statin -4.2, Cneo AK release 9.6, PglD DTNB 2.0, miR122 inh -5.9[16.7 µM], INS-1E GSIS act 2.3, FN deposit inh -1.0 and CFTR F508del cor 3.3.
CCN1C(=O)S/C(=C/c2ccc(Sc3nc4ccccc4[nH]3)o2)C1=O was read as PGC1a acetyl inh -10.9, C2C12 statin -54.8, Cneo AK release 3.4, PglD DTNB -2.0, miR122 inh 12.0, INS-1E GSIS act 9.5, FN deposit inh -3.4 and CFTR F508del cor -0.9.
For C[C@H](CO)N1C[C@H](C)[C@H](CN(C)Cc2ccc(C(=O)Nc3ccccc3N)cc2)Oc2ccc(NS(C)(=O)=O)cc2C1=O the results were PGC1a acetyl inh 7.6, Cneo AK release -2.8, PglD DTNB 4.5, miR122 inh 3.7[16.7 µM], INS-1E GSIS act 6.9 and CFTR F508del cor -1.2.

The list goes on; the last 2 above are carried over.
CCN1C(=O)S/C(=C/c2ccc(Sc3nc4ccccc4[nH]3)o2)C1=O was read as PGC1a acetyl inh -10.9, C2C12 statin -54.8, Cneo AK release 3.4, PglD DTNB -2.0, miR122 inh 12.0, INS-1E GSIS act 9.5, FN deposit inh -3.4 and CFTR F508del cor -0.9.
For C[C@H](CO)N1C[C@H](C)[C@H](CN(C)Cc2ccc(C(=O)Nc3ccccc3N)cc2)Oc2ccc(NS(C)(=O)=O)cc2C1=O the results were PGC1a acetyl inh 7.6, Cneo AK release -2.8, PglD DTNB 4.5, miR122 inh 3.7[16.7 µM], INS-1E GSIS act 6.9 and CFTR F508del cor -1.2.
Cc1ccc(NC(=O)CSc2nc3nn(-c4ccccc4)c(=O)c-3c3n2CCCCC3)cc1F was read as PGC1a acetyl inh 6.3, C2C12 statin 0.1, Cneo AK release 1.3, PglD DTNB -0.8, miR122 inh 7.3, INS-1E GSIS act -8.6, FN deposit inh 3.4 and CFTR F508del cor 2.5.
Screening Cc1ccccc1CNC(=O)c1ccccc1C returned PGC1a acetyl inh -11.8, C2C12 statin 3.4, Cneo AK release -2.4, PglD DTNB 8.9 and miR122 inh -0.4.
O=C(c1cccnc1)N1CC2(C1)[C@@H](c1ccccc1)[C@@H](CO)N2Cc1cccnc1 was read as PGC1a acetyl inh -1.3, INS-1E GSIS act 9.4, FN deposit inh -5.2 and CFTR F508del cor 1.3.
Cc1cc2cc(C(c3nnnn3Cc3ccco3)N3CCCCC3)c(=O)[nH]c2cc1C (stereo not drawn) was read as PGC1a acetyl inh 20.0, C2C12 statin 18.1, Cneo AK release -3.4, PglD DTNB -3.2 and miR122 inh -1.5.
For CCN(c1ccccc1)S(=O)(=O)c1cc(NC(=O)CN2CCN(C)CC2)ccc1Cl the results were PGC1a acetyl inh 0.4, C2C12 statin -6.4, Cneo AK release -0.1, PglD DTNB 0.8, miR122 inh 1.9, INS-1E GSIS act -34.5, FN deposit inh 2.4 and CFTR F508del cor 0.5.
Screening CC(C)CC#Cc1ccc2c(c1)O[C@@H](CN(C)C(=O)Nc1ccccc1)[C@H](C)CN([C@@H](C)CO)S2(=O)=O returned PGC1a acetyl inh -14.8, C2C12 statin 13.3, Cneo AK release 1.1, PglD DTNB -2.0, miR122 inh 16.8[16.7 µM], INS-1E GSIS act 19.0, FN deposit inh 0.9 and CFTR F508del cor 5.4.
For O=C(Nc1ccc(Cc2ccncc2)cc1)c1cc([N+](=O)[O-])ccc1N1CCOCC1 the results were PGC1a acetyl inh 3.8, C2C12 statin -4.8, miR122 inh -1.2, INS-1E GSIS act 12.0, FN deposit inh -4.8 and CFTR F508del cor 1.1.
`COc1ccc(-c2nn(-c3ccccc3)cc2CNC[C@H]2O[C@@H](n3ccc(=O)[nH]c3=O)[C@H](O)[C@@H]2O)cc1` gave PGC1a acetyl inh -15.4, C2C12 statin 4.9, Cneo AK release -2.6, PglD DTNB 1.8, miR122 inh -5.2, INS-1E GSIS act -1.6, FN deposit inh -2.8 and CFTR F508del cor 2.5.
Screening Cc1cccc(NC(=O)c2nc[nH]c2C(=O)NCCCNC(=O)c2[nH]cnc2C(=O)Nc2cccc(C)c2)c1 returned PGC1a acetyl inh -1.8, C2C12 statin 10.5, Cneo AK release 0.1, PglD DTNB 4.3, miR122 inh -5.9, INS-1E GSIS act 5.4, FN deposit inh -15.6 and CFTR F508del cor 1.1.
Screening COc1cccc(C(=O)Nc2nc3c(s2)CN(C)CC3)c1 returned PGC1a acetyl inh -14.1, Cneo AK release -2.3, PglD DTNB -11.0 and miR122 inh -2.1.
Cc1cc(OCCCCN2C(=O)NC(C)(C)C2=O)cc(C)c1Cl was read as PGC1a acetyl inh -2.8, C2C12 statin 7.7, Cneo AK release 0.5, PglD DTNB 4.4, miR122 inh -5.6 and FN deposit inh -1.1.
Screening COc1ccc(CN(C)C[C@H]2Oc3c(NC(=O)c4ccncc4)cccc3C(=O)N([C@@H](C)CO)C[C@@H]2C)cc1 returned PGC1a acetyl inh -17.4, C2C12 statin 3.4, Cneo AK release -2.7, PglD DTNB 0.2, miR122 inh 21.3[16.7 µM], INS-1E GSIS act 5.6 and CFTR F508del cor -1.1.
Screening Clc1ccc(-c2nc(C3CCCCC3)no2)cc1 returned PGC1a acetyl inh 13.4, C2C12 statin 3.9, Cneo AK release -13.3, PglD DTNB -7.1, miR122 inh -5.8, INS-1E GSIS act 4.7, FN deposit inh 6.7 and CFTR F508del cor 1.6.
Screening CCOc1ccc(NC(=O)CN2CCN(CC(=O)Nc3ccc4c(c3)OCO4)CC2)cc1 returned PGC1a acetyl inh -7.9, C2C12 statin 5.3, Cneo AK release 5.4, PglD DTNB -0.2 and miR122 inh -1.1.
`Cc1ccc(Cl)cc1N1CCN(C(=O)C2(S(=O)(=O)c3ccc(Cl)cc3)CC2)CC1` gave PGC1a acetyl inh -12.0, C2C12 statin -4.3, Cneo AK release -0.5, PglD DTNB -1.1, miR122 inh -11.5, INS-1E GSIS act -26.1 and FN deposit inh -4.0.
Screening O=C(c1ccc(NS(=O)(=O)c2cccc(C(F)(F)F)c2)cc1)N1CCCC1 returned C2C12 statin 7.1, Cneo AK release -1.0, PglD DTNB 4.2, INS-1E GSIS act 4.0 and CFTR F508del cor 1.1.
